NPYLR7 ag = mosquito NPYLR7 agonism | HEK293T NPYLR7/Galpha15, GCaMP6s calcium fluorescence | activation, % at 10 µM | hit rate 0.15% among 270,000 | AID 1259423; in the data active = activation above about 40%;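 also: 0% = vehicle and 100% = reference agonist at the receptor; some compounds past the cut are filed as inactive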
mcGAS lum = inhibitors of mouse cGAS; inhibition, % at 12.5 µM; recombinant cGAS, Kinase-Glo ATP depletion luminescence; AID 1259399; Q8C6L5; hit rate 0.15% among 160,000;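 also: 0% = negative control wells and 100% = reference inhibitor with no enzyme activity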
hcGAS inh = blocks human cGAS activity; Q8N884; recombinant h-cGAS, ATP depletion, Kinase-Glo luminescence; inhibition, % at 12.5 µM; hit rate 0.081% among 290,000;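 also: 0% = vehicle reaction and 100% = reaction without DNA for no activity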
Target sequence (Q8N884 whole entry, looked up): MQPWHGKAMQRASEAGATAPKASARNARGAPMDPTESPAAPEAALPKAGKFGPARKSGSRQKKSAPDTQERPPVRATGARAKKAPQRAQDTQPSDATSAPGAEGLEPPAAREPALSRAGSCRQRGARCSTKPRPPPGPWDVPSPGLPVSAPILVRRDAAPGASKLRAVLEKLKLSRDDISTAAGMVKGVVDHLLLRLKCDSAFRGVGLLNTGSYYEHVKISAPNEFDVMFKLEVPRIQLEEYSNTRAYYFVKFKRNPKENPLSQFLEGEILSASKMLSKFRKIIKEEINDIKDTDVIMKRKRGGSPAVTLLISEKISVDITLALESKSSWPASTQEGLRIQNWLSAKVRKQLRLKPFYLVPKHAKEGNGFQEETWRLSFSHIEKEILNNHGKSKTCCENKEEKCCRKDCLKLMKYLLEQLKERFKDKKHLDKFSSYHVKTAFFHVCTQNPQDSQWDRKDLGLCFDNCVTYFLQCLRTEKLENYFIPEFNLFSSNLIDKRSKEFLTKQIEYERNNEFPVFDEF
* = called active by the depositor; / = not tested or not shown; & = joins results of further samples. Rule as the data show it, unless noted: active = inhibition above about 40%; inactive = the rest.

| SMILES | NPYLR7 ag | mcGAS lum | hcGAS inh |
| --- | --- | --- | --- |
| O=C(c1cccc2ccnn12)N1C[C@H]2C[C@@H](C1)c1cccc(=O)n1C2 | -3 | -16 | -3 |
| COc1ccc(C(C)=O)cc1Cc1c(O)[nH]c(=S)[nH]c1=O | -14 | -3 | -4 |
| CC(=O)c1ccc(NC(=O)NC[C@H]2C[C@@H]3CCN2C[C@@H]3CN2CCCCC2)cc1 | -6 | -8 | -5 |
| CCNC(=O)N(CCOC)Cc1cc(NC(=O)CC(C)(C)C)ccc1N(C)C1CCN(C)CC1 | -2 | -2 | -2 |
| Cc1cc(C(=O)NC2CCCC2)c(C)n1C1CC1 | 3 | / | -9 |
| CN1CCC(C(=O)N2CCCC(O)(CO)CC2)(c2ccccc2)CC1 (configuration not stated) | 7 | -5 | -4 |
| COc1ccc2[nH]c(C)c(CC(=O)N3CCN(CC(=O)NC(C)C)CC3)c2c1 | -1 | -2 | 2 |
| CCOC(=O)C1=C(C)OC(=N)C(C#N)C12C(=O)Nc1ccc(Cl)cc12 (configuration not stated) | -3 | -1 | -2 |
| CCCn1ncc(C(=O)N(Cc2ccc3c(c2)OCO3)C2CC2)c1C | -6 | -12 | -5 |
| CCNC(=O)C1(C)CCN1Cc1ccc(Cl)nc1 (configuration not stated) | 4 | / | -10 |
| N=C1c2ccccc2CN1c1ccc(F)c(F)c1 | 6 | / | -6 |
| CC(C)(C)c1nn(-c2cccc(Cl)c2)c2c1C(c1ccsc1)SCC(=O)N2CC(=O)NCC1CCCO1 (configuration not stated) | 15 | -6 | -8 |
| CCNC(=O)N(CCOC)Cc1cc(NC(=O)c2cccc(F)c2)ccc1N(C)C1CCN(C)CC1 | 1 | -5 | -3 |
| CCCC1=C(C(=O)OCC)C2(C(=O)Nc3ccccc32)C(C(=O)OCC)C(=N)O1 (configuration not stated) | 8 | -5 | 0 |
| Brc1ccc2n1CCN=C2c1cccnc1 | -9 | / | 2 |
| CN1CC2(CCCN(CCc3ccccn3)C2)OC1=O (configuration not stated) | -4 | / | -1 |
| CCC1CN(C(=O)Cc2c(C)noc2Cl)CC1N1CCOCC1 (configuration not stated) | 8 | / | -8 |
| CCN1C(=O)C2(c3ccccc31)c1c(cc(C)n(Cc3ccco3)c1=O)OC(=N)C2C(=O)OC (configuration not stated) | 1 | 3 | 5 |
| COCCNC(=O)NC(=O)CCl | -4 | -5 | -7 |
| O=S(=O)(c1cc(Br)c(Br)s1)N1CCN(CCOC(c2ccccc2)c2ccccc2)CC1 | 4 | 1 | -4 |

Part of the list above in order of length of the SMILES, low to high.
| SMILES | NPYLR7 ag | mcGAS lum | hcGAS inh |
| --- | --- | --- | --- |
| Brc1ccc2n1CCN=C2c1cccnc1 | -9 | / | 2 |
| CN1CCC(C(=O)N2CCCC(O)(CO)CC2)(c2ccccc2)CC1 (configuration not stated) | 7 | -5 | -4 |
| CCCC1=C(C(=O)OCC)C2(C(=O)Nc3ccccc32)C(C(=O)OCC)C(=N)O1 (configuration not stated) | 8 | -5 | 0 |
| O=S(=O)(c1cc(Br)c(Br)s1)N1CCN(CCOC(c2ccccc2)c2ccccc2)CC1 | 4 | 1 | -4 |
| CC(C)(C)c1nn(-c2cccc(Cl)c2)c2c1C(c1ccsc1)SCC(=O)N2CC(=O)NCC1CCCO1 (configuration not stated) | 15 | -6 | -8 |

Going on with the list.
| SMILES | NPYLR7 ag | mcGAS lum | hcGAS inh |
| --- | --- | --- | --- |
| COc1ccc(CCN(C)C2CCCN(C(=O)Cc3c(C)noc3C)C2)cc1OC (configuration not stated) | 5 | -8 | -2 |
| COc1ccccc1[C@@H]1CN(Cc2nc[nH]c2C)[C@@H]2C3CCN(CC3)[C@@H]21 | 3 | / | 0 |
| Cc1cc(C)n(C)c(=O)c1C(=O)N1C[C@@H]2CN(C)C[C@]2(C(=O)O)C1 | 2 | / | -3 |
| COc1cccc(C(CN2CCN(C(=O)Cc3cccs3)CC2)OCc2ccc(C#N)cc2)c1 (configuration not stated) | 1 | -6 | -4 |
| CCN(C)CCc1c[nH]c2ccc(NC(=O)Cc3cc(OC)ccc3OC)cc12 | 0 | -5 | -8 |
| Oc1ccc(N2CCN(CCc3ccncc3)CC2)cc1 | 7&12 | -8 | -7&-8 |
| O=C(c1ccc(C(F)(F)F)c(F)c1)N1CCN(CCOC(c2ccccc2)c2ccccc2)CC1 | 3 | -7 | -7 |
| CC12CN3CC(C)(CN(C1)C3c1ccco1)C2 (configuration not stated) | 0 | / | -5 |
| Fc1ccc(C(OCCN2CCN(Cc3nccs3)CC2)c2ccccc2)cc1F (configuration not stated) | 8 | -4 | -8 |
| O=C1C(C(c2cccc(F)c2)N2CC3CC(C2)c2cccc(=O)n2C3)Sc2ncnn21 (configuration not stated) | 3 | -7 | -4 |
| CC1CCCCC1NC(=O)c1cnn(Cc2ccccc2Cl)c1 (configuration not stated) | -5 | / | -9 |
| CCn1cc(C(=O)OC(C)C(=O)NC(=O)NC(C)(C)C)c2ccccc21 (configuration not stated) | -2 | / | -2 |
| CC(=O)OC1CC[C@@]2(C)C(CC(=O)C3C2CC[C@]2(C)C(OC(C)=O)CCC32)C1 (some centres not stated) | 8 | / | 1 |
| COCC1CN(C2CCC2)CC12CCN(Cc1ccncc1)CC2 (configuration not stated) | / | -5 | -11 |
| c1ccc(-c2nc(C[N+]34CCN(CC3)CC4)cs2)cc1 | 5 | 1 | 3 |
| CN1CC[C@H]2CN(c3nc4c(cc3C(=O)O)CCC4)C[C@H]21 | 4 | / | -4 |
| COC(=O)c1ccc(COC(CN2CCN(C(=O)Cc3cccs3)CC2)c2cccc(OC)c2)cc1 (configuration not stated) | -2 | -6 | -7 |
| CC(=O)O[C@@H]1CC2C(C)(C)[C@H](O)C=C[C@]2(C)C2CC[C@]3(C)C(=CC(=O)O[C@H]3c3ccoc3)[C@@]21C (some centres not stated) | / | -1 | -3 |
| S=P(NN=C1CCSC1)(c1ccccc1)c1ccccc1 | 0 | / | -5 |
| CCCN(CCc1c[nH]c2ccc(NC(=O)C(Cl)(Cl)Cl)cc12)CC1CC1 | 7 | -7 | -9 |
| CN1C(=O)COc2c(C(=O)NC3CN4CCC3CC4)cc(Cl)cc21 (configuration not stated) | 12 | / | -5 |
| CCCn1nc2ccccc2c1P(=S)(N(C)C)N(C)C | -1 | / | -6 |
| CC(C)(C)c1nn(-c2cccc(Cl)c2)c2c1C(c1ccsc1)SCC(=O)N2CC(=O)NCc1ccncc1 (configuration not stated) | 15 | -3 | -1 |
| CN(C)C(=O)Oc1ccc(-c2ccccc2)cc1 | 0 | / | -3 |
| O=c1ccc(-c2ccc(Cl)cc2)c2n1C[C@H]1C[C@@H]2CN(Cc2cnc3ccccc3c2)C1 | -10 | -6 | -7 |
| COc1ccc(CC(C)N)c(OC)c1OC (configuration not stated) | 0 | / | -4 |
| O=C(Nc1ccc(Cl)cc1)N1CCN(CCOC(c2ccccc2)c2ccccc2)CC1 | -1 | -7 | -6 |
| CCC(=O)OC1CCC2C3CCC4CC(=O)CCC4(C)C3CCC12C (configuration not stated) | / | 1 | 9 |
| COC(=O)CC1(CC(=O)OC)C(=O)NC(=O)NC1=O | -1 | -2 | -8 |
| CC[C@H](O)[C@@H]1NC2CCC1(O)CC2 | 23 | -10 | -3 |
| O=C(Cc1ccc2c(c1)OCO2)N1CCN(Cc2ccc(-c3noc(-c4cccc(C(F)(F)F)c4)n3)cc2)CC1 | 2 | -7 | -8 |
| CC(Cc1ccccc1F)NCc1noc(-c2ccc3c(c2)OCO3)n1 (configuration not stated) | -2 | / | 1 |
| N=C1c2ccccc2CN1c1cccc(C(F)(F)F)c1 | 10 | -8 | -6 |
| O=P(OCC(F)(F)F)(OCC(F)(F)F)N1CCOCC1 | -8 | / | -4 |
| COc1ccccc1[C@@H]1CN(C(=O)c2ccc(=O)[nH]c2)[C@@H]2C3CCN(CC3)[C@@H]21 | 2 | -17 | -3 |
| Cc1ccnc(CC(C)N(C)Cc2ccc(S(C)(=O)=O)cc2)c1 (configuration not stated) | -2 | -7 | -2 |
| O=S(=O)(c1cccc2cccnc12)N1CCN(CCOC(c2ccccc2)c2cccc(C(F)(F)F)c2)CC1 (configuration not stated) | 6 | 0 | 2 |
| CN1C2CCC1CC(C(=O)OC(CO)c1ccccc1)C2 (configuration not stated) | 2 | -5 | 0 |
| COC(=O)C1=C(C(=O)OC)N2C(=O)c3ccccc3C1N2c1ccccc1 (configuration not stated) | 3 | / | -7 |
| Cc1ccc2c(c1)c(C(=O)NC1CCC(n3cnnc3)CC1)nn2C (configuration not stated) | 2 | / | -5 |
| Cc1ccc(-n2nccn2)c(C(=O)N2CCN(c3nc4cc(Cl)ccc4o3)CC[C@H]2C)c1 | -3 | -7 | -8 |
| NN=C(N)N | 2&-3&4&6 | -4&-2 | -4&-3&-3&-3 |
| CCOC(=O)C12OC1(c1ccc(CC)cc1)C(=O)c1ccccc1C2=O (configuration not stated) | 7 | / | -6 |
| O[C@]12CO[C@@H](c3ccccn3)C[C@H]1C[C@@H](F)[C@H]2N1CCOCC1 | 3 | -6 | -1 |
| Cc1cc(C)c(CNc2ncnc3c2cnn3-c2ccccc2)c(=O)[nH]1 | 7 | -11 | -6 |
| C[N+]1(C)C2CC[C@H]1CC(OC(=O)C(CO)c1ccccc1)C2 (some centres not stated) | 2 | -7 | -2 |
| COc1ccccc1C1SCC(=O)N(CC(=O)N2CCOCC2)c2c1c(-c1ccccc1)nn2C(C)(C)C (configuration not stated) | 13 | -3 | -1 |
| O=C(CN1CCCC2(CNC(=O)O2)C1)NCc1ccccn1 (configuration not stated) | 5 | / | -3 |
| CC(=O)OC(C)(C)C(=O)N1CCN(CCOC(c2ccccc2)c2ccc(F)c(F)c2)CC1 (configuration not stated) | 19 | -9 | -6 |
| CC(C)OC(=O)C1C2c3ccccc3C(c3ccccc32)C1C(=O)OC(C)C (configuration not stated) | 6 | / | -2 |
| CC(C)(C)c1ccc(CN2CCN(c3ccccc3O)CC2)cc1 | -1 | -8 | -6 |
| Oc1cccc(CN2CCN(CCOC(c3ccccc3)c3ccc(F)c(F)c3)CC2)c1O (configuration not stated) | 3 | 0 | 2 |
| CC(C)=CCN(CC1CCOC1)C1CC1 (configuration not stated) | -2 | / | -6 |
| CC(C)(C)c1ccc(COc2coc(CN3CCCN(C(=O)Cc4ccc(F)cc4)CC3)cc2=O)cc1 | 31 | -7 | -4 |
| COC(=O)C1C(=N)Oc2cc(C)n(C)c(=O)c2C12C(=O)N(Cc1ccccc1)c1ccccc12 (configuration not stated) | 3 | -6 | -6 |
| O=C(O)[C@@H]1C[C@@H]2CCCC[C@@H]2N1 | 11 | / | -8 |
| NC(=O)c1cc(N2CC2)c([N+](=O)[O-])cc1[N+](=O)[O-] | 5 | -5 | -1 |
| Cc1ccc(C2CNCC2C(=O)N2CCN(c3ccccc3C)CC2)cc1 (configuration not stated) | 24 | / | -7 |
| CCOC(=O)N(c1ccccc1)P1(=S)OCC(C)(C)CO1 | -1 | -2 | -3 |
| CCNc1nc(Cl)nc(NCC)n1 | -4 | / | -5 |

Copied from the list.
O=S(=O)(c1cccc2cccnc12)N1CCN(CCOC(c2ccccc2)c2cccc(C(F)(F)F)c2)CC1 (configuration not stated) | hcGAS inh = 2
COCCNC(=O)NC(=O)CCl | hcGAS inh = -7

Retrieved one by one from the entries so far:
| SMILES | NPYLR7 ag | mcGAS lum | hcGAS inh |
| --- | --- | --- | --- |
| O=C(CN1CCCC2(CNC(=O)O2)C1)NCc1ccccn1 (configuration not stated) | 5 | / | -3 |
| Cc1ccc(-n2nccn2)c(C(=O)N2CCN(c3nc4cc(Cl)ccc4o3)CC[C@H]2C)c1 | -3 | -7 | -8 |

Remaining list, next part.
| SMILES | NPYLR7 ag | mcGAS lum | hcGAS inh |
| --- | --- | --- | --- |
| Cc1ccc(NC(=O)c2cc3cccnc3n(Cc3ccccc3F)c2=O)cc1 | 18 | / | -12 |
| CCOc1ccc(CN2CCC3(CC2)CN(C)CCN3C)cn1 | 25 | -7 | -3 |
| Cc1ccc(-c2nc(CN3C[C@@H]4C[C@@H](C3)c3cccc(=O)n3C4)c(C)o2)s1 | 20 | / | -3 |
| CCOC(=O)c1cncn1[C@H](C)c1ccccc1 | -1 | / | -4 |
| N#CC(C#N)=Cc1cc2c(cc1Br)OCO2 | 19 | / | -7 |
| CC(C)CCN(C1CC1)S(=O)(=O)c1ccc(C#N)c(Cl)c1 | 4 | / | -4 |
| O=C1CN=C(c2ccc(Br)cc2)c2ccccc2N1 | -5 | / | -9 |
| O=C(N[C@H]1CN2CCC1CC2)c1ccc(Cl)cc1 | 3 | -4 | -4 |
| CC(C)Oc1ccc(C2(O)C(=O)NC(=O)NC2=O)cc1 | 15 | / | 1 |
| Cc1ccccc1Cn1cccc(C(=O)Nc2ccccc2C#N)c1=O | 14 | / | -16 |
| N#CC1(N2CCCCC2)CCCCC1 | -7 | / | 2 |
| CCC(O)(CN)c1ccc(Br)cc1 (configuration not stated) | 1 | / | -9 |
| COc1ccc(Cl)cc1NC1=NCC(C)S1 (configuration not stated) | 13 | -4 | -7 |
| CCCc1nnc(NC(=O)CN2C[C@H]3C[C@@H](C2)c2cccc(=O)n2C3)s1 | -1 | -11 | -4 |
| CCOC(=O)[C@H]1CN(C(=O)Cc2ccc(OC)cc2)[C@]2(C)C(=O)N(CC3CC3)c3ccccc3[C@H]12 | 0 | -3 | 1 |
| CCOC(=O)C1C2NC(=S)N(c3ccc(C)cc3)C1(C)Oc1ccccc12 (configuration not stated) | -5 | / | 0 |
| CNCC(O)c1ccc(O)c(OC)c1 (configuration not stated) | -3 | -4 | 0 |
| NS(=O)(=O)c1ccc2c(c1)CCN2C(=O)CNC1(c2ccc(Cl)cc2)CCCCC1 | 1 | / | -9 |
| CN1CCN2C[C@@H](CO)[C@H](c3ccccc3)[C@H]2C1 | 8 | -1 | -5 |
| CN1C2=[N+](CCCCC2)CC1(O)c1ccccc1 (configuration not stated) | 2&0 | -2 | -5&7 |

These rows are one share of the data. The share of hits here may be higher or lower than overall.
